Myeloid diff 2 = compounds promoting myeloid differentiation. ER-HoxA9 myeloid progenitors, lysozyme-GFP differentiation, flow cytometry. calls only at 10 µM. 360,000 tested, 1% active. AID 624256;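 active means normalized GFP-positive differentiation at or above the plate's own cutoff, the solvent-only control mean plus 3 SD; inconclusive means no clear call, values can overlap the other calls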;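 further: cells exposed to compound for four days before flow analysis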
LYP phosphatase = PTPN22 lymphoid phosphatase activity blockers – biochemical, fluorescence intensity, uHTS (AID 1779). recombinant LYP phosphatase, fluorescence intensity; higher % means a stronger effect. inhibition, % at 11.5 µM; hits with a dose series show IC50 in µM. 290,000 tested, 0.054% active; in the data active means inhibition above about 50%;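 further: plate controls were vehicle with enzyme for no effect and no enzyme for full effect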
GPR55 antagonists = inhibition of LPI-stimulated GPR55 beta-arrestin translocation – imaging, U2OS, beta-arrestin-GFP, LPI agonist, primary screen (AID 2013); U2OS GPR55 beta-arrestin-GFP translocation imaging, LPI antagonism; higher % means a stronger effect; inhibition, % at 10 µM; hits with a dose series show IC50 in µM; 290,000 tested, 0.13% active;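 active means spots per cell inhibited over 60%, with over 100 cells counted and total cytoplasm intensity under 500,000; inconclusive means wells with under 100 cells, flagged as likely toxic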;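 further: U2OS cells stably carrying GPR55 and arrestin-GFP stimulated by 5 µM LPI near EC80; imaged beta-arrestin-GFP aggregate spots per cell after agonist stimulation; plate controls were LPI-stimulated DMSO wells for no effect and DMSO wells without LPI for full effect; some results filed as inactive read as strong as hits; confirmed hits need IC50 under 10 µM and bright autofluorescent wells are also inconclusive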
NTR1 ag = agonists of NTR1, primary screen, imaging, U2OS cells, beta-arrestin-GFP, high content (AID 493036); 330,000 tested, 0.17% active; P30989; NTR1-U2OS beta-arrestin-GFP spot imaging, agonist mode; activation, % at 20 µM;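 active means activation at or above 40% of the spot to cytoplasm intensity ratio, with at least 20 cells analyzed; inconclusive means wells under 20 cells, flagged as cytotoxic or low count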;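 further: 0% = DMSO without peptide and 100% = 100 nM NTR1 peptide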
Target sequence (P30989 whole entry, looked up): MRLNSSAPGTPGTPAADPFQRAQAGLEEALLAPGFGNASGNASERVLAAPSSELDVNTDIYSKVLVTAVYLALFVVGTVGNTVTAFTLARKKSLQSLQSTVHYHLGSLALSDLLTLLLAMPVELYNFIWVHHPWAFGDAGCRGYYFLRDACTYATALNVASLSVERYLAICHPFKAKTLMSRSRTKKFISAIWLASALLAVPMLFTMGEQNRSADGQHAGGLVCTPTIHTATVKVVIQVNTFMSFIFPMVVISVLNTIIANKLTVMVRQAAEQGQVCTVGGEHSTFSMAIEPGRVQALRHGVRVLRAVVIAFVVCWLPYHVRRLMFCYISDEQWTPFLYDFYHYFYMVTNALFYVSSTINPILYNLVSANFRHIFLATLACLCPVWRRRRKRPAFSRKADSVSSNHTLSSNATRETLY
GPR35 antagonists = inhibition of zaprinast-stimulated GPR35 beta-arrestin translocation – imaging, U2OS, beta-arrestin-GFP, zaprinast agonist, primary screen (AID 2058); U2OS GPR35 beta-arrestin-GFP translocation imaging, zaprinast antagonism; higher % means a stronger effect; one-dose inhibition, % at 10 µM; IC50 in µM for titrated hits; 290,000 tested, 0.052% active;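 active means inhibition of at least 50% with at least 30 cells and total cytoplasm GFP at most 10,000,000; inconclusive means under 30 cells or total GFP of 10,000,000 plus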
Salmonella PhoP GFP = inhibitors of PhoP regulon expression, primary screen, Salmonella Typhimurium, GFP reporter (AID 1863); S. Typhimurium PhoP-regulated promoter GFP reporter, 4 h; higher % means a stronger effect; one-dose inhibition, % at 50 µM; IC50 in µM for titrated hits; 300,000 tested, 0.16% active;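 active means inhibition over 29.93%, a cutoff 3 SD above the screen mean, later confirmed by dose response; inconclusive means inhibition over 29.93% but no dose response follow-up; inactive means inhibition at most 29.93% or unconfirmed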;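 further: 0% = low Mg2+ inducing control and 100% = high Mg2+ repressing control; strong numbers were not always called active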
Rac1 GTP hydrolysis = MgcRacGAP GTPase-activating activity inhibitors, confirmation, biochemical, ADP Hunter fluorescence | MgcRacGAP-stimulated Rac1 GTP hydrolysis, ADP Hunter fluorescence; higher % means a stronger effect; GST-tagged Rac1 F28L mutant substrate | inhibition, % at 30 µM; hits with a dose series show IC50 in µM | 340,000 tested, 0.6% active | AID 624330;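 active means first-screen hits whose inhibition reached a set limit at any dose in the follow-up dose series; inconclusive means inhibition above the set first-screen limit but never retested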;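 further: fluorescence reports GDP produced by GAP-driven GTP hydrolysis; strong numbers were not always called active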
HIV peptide binding = cell-free HIV fusion peptide-binding blockers – biochemical, uHTS, fluorescence dequenching, primary screen (AID 1986); cell-free peptide binding, fluorescence dequenching, 30 min; higher % means a stronger effect; one-dose inhibition, % at 20 µM; IC50 in µM for titrated hits; 290,000 tested, 0.3% active; in the data active means inhibition mostly above about 52%, no sharp cut-off; inactive means mostly below about 76%; further: some results filed as inactive read as strong as hits
Siah-1 displacement = blockers of Siah-1 interaction with plectin peptide – biochemical, fluorescence polarization, rhodamine-plectin, uHTS, primary screen (AID 1817); Siah-1 / rhodamine-plectin peptide fluorescence polarization; higher % means a stronger effect; one-dose displacement, % at 20 µM; IC50 in µM for titrated hits; 290,000 tested, 0.02% active;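 active means displacement of at least 50% at 20 µM, with a fluorescence ratio check between 0.3 and a set limit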;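 further: plate controls were Siah plus tracer with DMSO for no effect and tracer alone without Siah for full effect; strong numbers were not always called active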
NTR1 ag cell count 20 µM = further read-out of NTR1 ag, marked with its call; cell count; measured here: cell count, cytotoxicity flag
Myeloid diff 2 GFP+ MAC1+ % = further read-out of Myeloid diff 2, marked with its call; GFP+ MAC1+ double positive, %; measured here: differentiation confirmed by MAC1 staining
* marks the source's active call; other numbers are inactive results; i = inactive; ? = inconclusive; . = not tested or not shown. Outcome played no part in choosing rows; about 2.4% have a hit in one of these screens.

SMILES	Myeloid diff 2	Myeloid diff 2 GFP+ MAC1+ %	LYP phosphatase	GPR55 antagonists	NTR1 ag	NTR1 ag cell count 20 µM	GPR35 antagonists	Salmonella PhoP GFP	Rac1 GTP hydrolysis	HIV peptide binding	Siah-1 displacement
COc1cccc(NCc2cc(=O)oc3cc(C)c(O)cc23)c1	i	0.4	-2%	8%	1.1	86	23%	-5%	18%	-1.7%	-3%
Cc1ccc(-c2cc(C(=O)NCc3ccccn3)c3ccccc3n2)cc1	i	0.4	-8%	7%	0.7	30	24%	3%	6%	-0.3%	-4%
O=C(NC1CCCCCC1)c1cc(-c2ccccn2)nc2ccccc12	i	0.7	-6%	17%	0.0	99	0%	4%	10%	0.0%	-4%
COc1cc(S(=O)(=O)n2ccc(C)n2)ccc1Cl	i	0.4	-7%	-4%	0.7	70	5%	8%	8%	-1.0%	-2%
CCOc1c2ccc(C(=O)NC3CCCc4ccccc43)cc2nn1C (configuration not stated)	i	1.5	-7%	-10%	-6.6	57	14%	-6%	8%	-2.5%	1%
COc1cc(C(=O)Nc2sc3c(c2C(=O)O)CCC(C)C3)cc(OC)c1OC (configuration not stated)	i	0.6	-5%	-4%	1.5	90	4%	5%	7%	31%	-5%
O=C(Nn1c(O)c(C=C2N=c3ccccc3=N2)sc1=S)c1cccc(Cl)c1	i	4.9	-2%	26%	3.0	75	12%	-6%	5%	-0.3%	4%
COC(=O)c1ccc(CN(C(=O)N2CCN(C)CC2)S(=O)(=O)c2ccc(C)cc2)cc1	i	1.2	.	.	-0.9	56	.	-7%	5%	.	.
CCC(=O)NNc1nc2c(Cl)cccc2s1	i	0.7	-6%	5%	3.6	35	3%	-7%	7%	-2.1%	2%
CCOC(=O)C1=c2/c(=C/c3ccncc3)c(N)c(C(=O)OC)n2C(=O)C(c2ccncc2)S1 (configuration not stated)	i	0.9	3%	-4%	3.7	78	-14%	0%	7%	0.3%	13%
N#Cc1c(N)nc2c(c1N)CC(=O)N2c1ccccc1-c1ccccc1	i	0.7	-7%	8%	0.1	66	-4%	-3%	11%	5.2%	3%
COC1(c2cc(-c3ccccc3)nc(N)n2)CCCCC1	i	16	-7%	11%	2.8	59	-11%	0%	-1%	-2.2%	3%
CC1=C(C(=O)NCc2ccc(Cl)cc2)C2(CCC(C)CC2)OC1=O (configuration not stated)	i	0.2	-6%	16%	-0.9	63	-8%	0%	4%	-0.3%	15%
Cc1nn(C)cc1C(=O)Nc1ccccc1Br	i	0.5	-5%	11%	-0.7	59	-5%	2%	3%	-0.4%	0%
COCCNC(=O)CCSc1nc(-c2ccc(OC)cc2)cc(C(F)(F)F)n1	i	1.5	0%	24%	-0.6	49	0%	5%	-8%	-0.8%	9%
O=C(NCCCN1CCCC1=O)C(=O)NCC1OCCN1S(=O)(=O)c1ccc(Br)cc1 (configuration not stated)	i	1.0	-6%	7%	2.3	56	8%	-5%	11%	0.4%	-2%
CN(C)S(=O)(=O)c1cccc(NC(=O)CSc2ncnc3ccccc23)c1	i	1.1	-7%	5%	0.5	87	-14%	-8%	-9%	-2.1%	20%
CCN(CC(=O)Nc1c(F)cccc1F)C(=O)CNC(=O)c1ccco1	i	0.4	.	.	-1.0	53	.	-3%	4%	.	.
NS(=O)(=O)c1ccc(NC(=O)COC(=O)CCC2CCCCC2)cc1	i	1.2	-3%	-4%	-0.1	67	2%	-6%	-5%	-0.4%	3%
COc1ccccc1OC(C)C(=O)Nc1ccc2c(c1)n(C)c(=O)n2C (configuration not stated)	i	0.6	-8%	0%	-0.3	42	13%	-4%	9%	-0.2%	5%
CCOC(=O)C1CCCN(C(=O)COc2ccccc2O)C1 (configuration not stated)	i	1.3	-8%	10%	-6.3	93	-9%	-5%	6%	-1.5%	-4%
COc1ccc(C(CCN(Cc2ccc(OC)c(OC)c2)C(C)=O)C(C)C)cc1 (configuration not stated)	i	0.0	0%	-9%	2.0	86	-18%	-6%	8%	-0.5%	-3%
Cc1csc(NC(=O)CSc2nnc3c4ccccc4nc(C(C)(C)C)n23)n1	?	.	4%	-11%	18	58	13%	16%	1%	-3.7%	2%
Cc1cccc(C)c1OCCn1nc(C(=O)O)c2ccccc2c1=O	i	2.1	5%	6%	2.2	52	-9%	5%	9%	-0.7%	1%
CNc1oc(-c2ccccc2Cl)nc1C#N	i	0.9	-7%	-1%	0.2	48	-12%	16%	12%	0.6%	-1%
O=c1cc(C(F)(F)F)[nH]c2c(C(F)(F)F)cccc12	i	1.9	-9%	-1%	-1.5	107	-15%	4%	6%	8.7%	-3%
Cc1ccc(NC(=O)CCN2C(=O)c3cccc([N+](=O)[O-])c3C2=O)c(Br)c1	i	1.0	-7%	-9%	1.0	52	-6%	0%	8%	0.3%	-1%
O=C(COC(=O)c1ccc(Br)cc1)NCCc1ccccc1	i	1.1	1%	17%	-0.4	60	8%	-10%	-3%	2.6%	10%
CCN(CC)S(=O)(=O)c1ccc(C(=O)OCn2nnc3ccccc3c2=O)cc1	i	0.8	-4%	5%	1.4	60	-9%	-6%	4%	2.4%	1%
CCOC(=O)C1=C(CN2CCOCC2)NC(=O)NC1c1cccc([N+](=O)[O-])c1 (configuration not stated)	i	0.5	-4%	8%	-0.8	50	4%	-2%	-1%	1.7%	4%
Cc1ccc(S(=O)(=O)N2CCN(c3nc4ccccc4nc3-n3nc(C)cc3C)CC2)cc1	i	1.5	15%	7%	3.2	42	6%	-20%	10%	0.3%	-2%
Cn1c(/C=C/c2ccc(Br)cc2)c([N+](=O)[O-])c(=O)n(C)c1=O	i	1.2	-4%	-4%	6.9	89	0%	-2%	2%	2.8%	1%
Cc1cc(SCC(=O)c2cc3ccccc3o2)nc2ccccc12	i	7.5	-3%	-5%	5.6	73	6%	-11%	8%	7.2%	-4%
Fc1cccc(CSc2ccc(-c3ccco3)nn2)c1	i	0.6	1%	6%	-0.5	70	8%	6%	4%	21%	24%
Cc1cc2n(n1)SC(Nc1ccc(F)c(Cl)c1)N2 (configuration not stated)	i	1.0	-4%	10%	0.5	71	-6%	2%	5%	-1.7%	-9%
COc1ccc(NC(=O)Cn2ncc(Cl)c(Cl)c2=O)cc1S(=O)(=O)N1CCOCC1	i	0.1	5%	13%	.	.	-7%	4%	20%	6.4%	30%
COc1ccc(S(=O)(=O)Nc2ccc3c(c2)OCCO3)cc1Cl	i	0.6	-3%	6%	3.2	43	-3%	19%	7%	0.4%	-1%
COc1ccc(Nc2nc(NC(C)(C)C)nc(N3CCOCC3)n2)c(OC)c1	i	0.5	0%	7%	4.7	101	-4%	0%	7%	-1.1%	4%
COc1ccc(/C=N/OCC(=O)N(Cc2ccccc2)c2ccccc2C(=O)O)cc1	i	0.6	-10%	3%	-2.0	74	15%	-3%	9%	4.0%	0%
COC(=O)c1nnn(CC(=O)NC(=O)Nc2cccc(Cl)c2C)c1C(=O)OC	i	0.2	-5%	7%	1.9	59	20%	3%	13%	2.0%	8%
CCc1ccccc1NC(=O)CCN1C(=O)C2C3CCC(C3)C2C1=O (configuration not stated)	i	0.4	-8%	9%	0.3	28	-1%	-9%	1%	4.0%	2%
O=C(CN1CCCCCC1)N1c2ccccc2Sc2ccc(C(F)(F)F)cc21	i	7.7	-2%	19%	4.9	61	-2%	3%	2%	1.3%	3%
COC(=O)[C@@H]1[C@@H](C)N(Cc2ccccc2)C(=O)N[C@H]1c1cccc(C(F)(F)F)c1	i	2.4	-3%	13%	0.1	49	1%	5%	7%	-0.6%	12%
Cc1ccc(S(=O)(=O)NC(C(=O)N2CCOCCOCCOCC2)C(C)C)cc1 (configuration not stated)	i	0.7	-7%	0%	-0.3	48	-4%	9%	6%	-0.3%	10%
Cc1cccnc1NC(=O)C1CC(=O)N(c2ccc3c(c2)OCCO3)C1 (configuration not stated)	i	0.4	.	.	-1.1	65	.	-7%	8%	.	.
CN(C[C@@H](Cc1cccc2ccccc12)N(C[C@H](Cc1ccccc1)N(CCc1ccccc1)N=O)N=O)N=O	i	2.6	0%	6%	-0.3	91	-10%	-7%	9%	1.7%	16%
Nc1nc(Nc2ccccc2)nc(NC2CCCCC2)c1[N+](=O)[O-]	i	0.7	4%	-1%	87*	62*	-1%	6%	4%	-0.1%	1%
CCC(=O)Nc1ccc(NC(=O)c2ccccc2)nc1	i	0.3	-6%	4%	2.1	79	-3%	3%	3%	1.3%	3%
COc1ccc(C(=O)Nc2cnccn2)cc1[N+](=O)[O-]	i	1.1	-7%	-1%	0.1	62	0%	3%	7%	0.0%	12%
N#Cc1ccccc1NC(=O)CNc1ccccc1N1CCCCC1	i	3.9	-7%	-8%	1.6	75	20%	19%	-9%	-0.5%	-2%
CCOc1ccc(OCCCC(=O)Nc2nc3ccccc3[nH]2)cc1	i	0.6	-5%	6%	-0.6	70	-5%	2%	4%	0.8%	0%
COCCn1c(Sc2ccc(C)cc2)nc2c1c(=O)[nH]c(=O)n2C	i	0.6	-2%	-3%	2.3	76	5%	6%	4%	-1.4%	-5%
N#Cc1ccc(C(=O)NCC(c2ccco2)N2CCCCC2)cc1 (configuration not stated)	i	1.0	-11%	-5%	0.1	56	18%	6%	3%	0.7%	2%
CSC1=N/C(=C\c2cccc(Cl)c2)C(=O)N1N(C)C	i	0.8	-6%	9%	4.4	49	-10%	4%	-6%	-0.2%	0%
COc1cccc(-c2cc(C(=O)N3CCN(S(=O)(=O)c4ccc(Br)cc4)CC3)[nH]n2)c1	i	3.5	-3%	10%	2.4	48	1%	-10%	6%	3.0%	23%

Screening results: PubChem, several laboratories
